MsrA inhibitor: inhibitors of bovine MsrA; purified bovine MsrA, absorbance read-out; inhibition, % at 15.5 µM; 360,000 tested, 0.75% active; AID 651718; in the data active = inhibition above about 4.5%;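 also: 0% = vehicle wells with enzyme and 100% = reference inhibitor wells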
Starred values were filed as active, the others as inactive. The list is partial; the hit share may differ from the screen's.

MsrA inhibitor	structure
1.6	COc1cccc(N2CCN(c3ncnc4c3[nH]c3ccccc34)CC2C)c1 (stereo not given)
3.0	CC(=O)/C=C/n1c(=S)oc2ccccc21
2.4	CC1(C)CC(=O)C=C(c2ccccc2-c2cccc(C(N)=O)c2)C1=O
0.2	O=C(N[C@H](C(=O)N1CCC[C@H]1C(=O)NC1CCCC1)c1ccccc1)c1ccc(Cl)c(Cl)c1
0.7	CC(C)C[C@@H]1COc2cccc(NC3CC3)c2S(=O)(=O)N1
-0.2	COc1cccc(CNC(=O)[C@H]2CCCN2C(=O)[C@H]2CCCN2C(=O)c2cccc3ccccc23)c1
0.0	Cc1ccc(Oc2cccc3c2S(=O)(=O)N([C@H](C)c2ccccc2)C[C@@H](COCc2ccccc2)O3)cc1
0.6	Cc1ccc(NC(=O)NNC(=O)CSC2CCc3ccccc32)c(C)c1 (stereo not given)
-0.6	COc1ccc(-n2c(=S)[nH]c3cc(C(=O)Nc4ccccc4OC)ccc3c2=O)cc1
-0.2	O=C(NCc1ccc(F)cc1)c1cc2sccc2n1Cc1ccc(F)cc1
-0.3	COc1ccc(N=C2Sc3ccccc3[C@@H]3C[C@H]4[C@H](CON4C)CN23)c(OC)c1
-0.5	CN(C(=O)Cn1nnc(-c2cccnc2)n1)C1CCCCC1
-0.9	COC(=O)C1=C(C)N(Cc2cccc(C(F)(F)F)c2)C(=NCC2CC2)NC1c1ccc(F)cc1 (stereo not given)
0.0	COc1ccccc1/C=N/N1C(=O)C(CC(=O)Nc2ccc([N+](=O)[O-])cc2OC)SC1=Nc1cccc(C)c1C (stereo not given)
-0.9	COCCN1C(=O)[C@H]2C[C@@]13O[C@H](c1ccc(C(F)(F)F)cc1)N=C3C[C@H](c1ccccc1)[C@H]2C

MsrA inhibitor	structure
-1.2	COC(=O)C1=C(C)N(Cc2ccccc2C(F)(F)F)C(=NCc2ccccc2C(F)(F)F)NC1c1cccc(C(F)(F)F)c1 (stereo not given)
2.2	CCOC(=O)C1CCCN(CC(=O)c2c[nH]c3ccc(C)cc23)C1 (stereo not given)
0.9	COC(=O)[C@]12C[C@H](CC(=O)N3CCN(C(=O)c4ccco4)CC3)C(=O)N(Cc3ccc4c(c3)OCO4)C1=C[C@H](C(C)(C)C)O[C@@H]2C
1.8	N#Cc1ccc2nc(-c3ccc(CN4CCC5(CC4)CNc4ccccc45)cc3)c(-c3ccccc3)nc2c1
0.2	CC(C)C[C@H](NS(=O)(=O)c1ccc(F)cc1F)C(=O)N1CCC[C@H]1C(=O)NCc1ccccc1
0.9	O=C(NCCO)c1cccc(-c2cc(Nc3ccc(OC(F)(F)F)cc3)ncn2)c1
-0.7	C[C@@H]1CN([C@@H](C)CO)C(=O)c2cc(Br)cnc2O[C@@H]1CN(C)C(=O)c1ccc(F)cc1
0.4	CNC(=S)N(Cc1ccc(OC)cc1)C1CC(=O)N(c2ccc(C(=O)OC)cc2)C1=O (stereo not given)
-0.5	CC(c1ccccc1)n1c(NCCCn2ccnc2)nc2c1c(=O)[nH]c(=O)n2C (stereo not given)
-0.3	CCCCc1c(-c2ccccc2OC)ncn1Cc1cccc(F)c1F
-0.2	CCCC[C@@H]1C[C@H]1[C@@H](NC(=O)c1ccco1)c1ccc(C(=O)OC)cc1
0.5	CCCn1c(C)c(CC(=O)Nc2ccc(N(C)c3ccccn3)cc2)c2ccccc21
-0.2	O=C(N[C@H](C(=O)N1CCC[C@H]1C(=O)NCc1ccccc1)c1ccccc1)c1ccc(Cl)cc1Cl
-0.6	COc1cc(OC)c2c(=O)c3c(C(=O)O)c(O)ccc3oc2c1
0.6	C[C@@H]1CN([C@@H](C)CO)C(=O)CCCn2nncc2CO[C@H]1CN(C)CC1CCCCC1

MsrA inhibitor	structure
1.1	Cc1cc(Oc2cccnc2)ccc1NC(=O)CCc1c[nH]c2ccccc12
0.7	COC(=O)[C@H](Cc1ccccc1)N1Cc2ccccc2Oc2cc(Br)ccc2S1(=O)=O
-0.8	C[C@H]1[C@H](c2ccccc2)Oc2ccc(Cl)cc2S(=O)(=O)N1C[C@@H]1CCCN1C(=O)OC(C)(C)C
2.1	CCOC(=O)C1=C(C(=O)OCC)C2N(Cc3ccc(C#N)cc3)c3ccccc3[C@@]23C[C@@H](C(=O)OC)N(S(=O)(=O)c2ccc(C)cc2)C3=N1 (stereo not given in full)
-0.6	O=c1[nH]cnc2nn(C3OC(CO)C(O)C3O)nc12 (stereo not given)
-0.5	C=CCN1C(=O)N/C(=C/c2ccc(N3CCOCC3)o2)C1=O
0.7	O=C(N/N=C/c1ccc2nccnc2c1)c1ccccc1O
-0.8	COc1ccc(Cl)cc1NC(=O)c1cccc(S(=O)(=O)Nc2c(C)n(C)n(-c3ccccc3)c2=O)c1
1.2	COC(=O)[C@]12C[C@H](CC(=O)N3CCCCC3)C(=O)N(Cc3ccccc3)C1=C[C@H](C1CCCC1)O[C@@H]2C
0.7	Cc1ccccc1C(=O)N[C@@H](Cc1cccnc1)C(=O)N1CCC[C@H]1C(=O)NC1CCCC1
0.2	Cc1cccc(C)c1NC(=O)C(CCc1ccccc1)N1CCN(CCN(C)C)CC1 (stereo not given)
1.6	C[C@H](O)[C@@H]1C(=O)N2CCc3c([nH]c4cccc(-c5ccccc5)c34)[C@@H]2C[C@@H]1N(C)CC1CCCCC1
0.3	O=S(=O)(NCc1ccccc1)c1cc(Br)ccc1Br
1.2	Nc1[nH]c(C(=O)c2ccccc2)c(-c2cc(F)ccc2Br)c1C(=O)NCCc1c[nH]c2ccccc12
1.1	COc1ccc(C(=O)N2CCC[C@@H]2C(=O)N2CCC[C@@H]2C(=O)NCc2ccccc2)cc1F

MsrA inhibitor	structure
-0.8	COC(=O)C1=C(C)N(Cc2cccc(C(F)(F)F)c2)C(=NCc2ccccc2C(F)(F)F)NC1c1ccccc1C(F)(F)F (stereo not given)
-0.2	COC(=O)[C@@H](Cc1ccc(O)cc1)NC(=O)[C@H]1O[C@@H](n2cnc3c(=O)[nH]c(N)nc32)[C@H](O)[C@@H]1O
-0.1	C[C@@H]1CN([C@@H](C)CO)C(=O)c2cc(Br)cnc2O[C@@H]1CN(C)Cc1ccccn1
-1.0	COC(=O)C1=C(C)N(Cc2cccc(C(F)(F)F)c2)C(=NCC2CC2)NC1c1cccc(Cl)c1 (stereo not given)
-1.1	CC(=O)N1CCN(c2ccc(N3CCN(Cc4ccccc4)[C@H](C)C3)c(C)c2)[C@H](C)C1
3.6	O=C(Cc1ccc(Nc2nc(=S)[nH]c3ccccc23)cc1)NC1CCCCC1
2.1	CC(C)c1[nH]nc2c1C(c1ccccc1)N(Cc1ccccc1)C2=O (stereo not given)
0.1	COC(=O)C1=C(C)N(Cc2ccccc2)C(=S)NC1c1cccc(Br)c1 (stereo not given)
1.6	C#CCNC(=O)c1cc2cccnc2nc1N
2.5	Cc1ccc2nc(-c3ccccn3)cc(C(=O)NC3CCN(C)CC3)c2c1
0.9	O=C(NCCc1ccccc1Cl)[C@@H]1CCCN1C(=O)[C@@H](NS(=O)(=O)c1ccc(F)cc1F)C1CCCCC1
0.2	C[C@@H]1ON(C)[C@H]2C[C@H]3c4[nH]c5c(-c6ccc(C(F)(F)F)cc6)cccc5c4CCN3C(=O)[C@@H]12
2.3	Cc1cccc(N=Nc2c(C)[nH]n(C(N)=S)c2=O)c1C
2.4	Cc1nc(N/N=C/c2ccccn2)sc1C
0.3	O=C(CN1CCC2(CC1)OCCO2)c1c[nH]c2ccccc12

MsrA inhibitor	structure
-0.8	Cc1cc(N2CCN(C(=O)OC(C)(C)C)C[C@H]2C)ccc1N1CCN(Cc2ccccc2)[C@H](C)C1
1.4	Nc1[nH]c(C(=O)c2ccccc2)c(-c2cccnc2)c1C(=O)c1ccccc1
0.3	COc1ccc(N2C(=O)c3[nH]nc(-c4ccccc4)c3C2c2ccc(Br)cc2)cc1 (stereo not given)
0.5	C=CCCC1CN(Cc2ccc(OC)cc2)S(=O)(=O)c2c(NCc3cc(OC)c(OC)c(OC)c3)cccc2O1 (stereo not given)
0.0	COc1ccc(-c2cc(NC(=O)Cc3c(C)[nH]c4ccccc34)ccc2Nc2cccnc2)cc1F
-0.9	CC1=C(C(=O)OCc2ccccc2)C(c2ccccc2OS(=O)(=O)c2ccccc2[N+](=O)[O-])NC(=O)N1CCCC(=O)O (stereo not given)
-0.4	O=C(Sc1cccc2cccnc12)c1ccc(F)cc1
0.5	COc1cc(CCC(C)=O)ccc1OC(=O)c1c(-c2c(F)cccc2Cl)noc1C
0.0	Cc1cc(N2CCN(CC(C)(C)O)C[C@@H]2C)ccc1N1CCN(CC(C)(C)O)[C@@H](C)C1
1.1	O=C(C(=O)N1CCC(CNC(=O)c2ccccc2F)CC1)c1cc2ccccc2o1
1.0	COC(=O)C1=C(C)N(Cc2ccc(Cl)cc2)C(=S)NC1c1ccccc1 (stereo not given)
1.1	Cc1ccccc1-c1ccc2c(c1)[C@@H]1C[C@H](N(C)S(=O)(=O)c3ccc(Cl)cc3)[C@H]([C@H](C)O)CN1CC2
0.0	CCOc1cc(OCC)cc(C(=O)N2CCC[C@@H]2C(=O)N2CCC[C@@H]2C(=O)NCc2cccc(OC)c2)c1
-0.6	CCCCC(=O)Nc1cccc(C(C)O)c1 (stereo not given)
-0.3	CCC/C=C(\CCC)C(NC(=O)c1ccc(C(=O)OC)cc1)c1ccc(C(=O)OC)cc1 (stereo not given)

MsrA inhibitor	structure
0.9	COc1cc(OC)cc(C(=O)NCCSCc2ccco2)c1
0.0	CCc1c(Cc2cccc(F)c2)ncn1CCc1ccccc1OC
0.2	Cc1ccccc1C(=O)N[C@H](C(=O)N1CCC[C@H]1C(=O)NCCc1ccccc1Cl)C1CCCCC1
2.1	CC(C)[C@@H]1NC(=O)c2cc([N+](=O)[O-])cc(I)c2NCCC[C@@H](C(N)=O)NC(=O)[C@H](CO)NC1=O
-0.6	CC(C)[C@H](NC(=O)C1CCCC1)C(=O)N1CCC[C@H]1C(=O)NCCc1ccccc1Cl
-0.3	CCOC(=O)N(C)[C@H]1C[C@H]2c3cc(-c4ccccc4C)ccc3CCN2C[C@H]1[C@H](C)O
3.3	C[C@H](O)[C@@H]1C(=O)N2CCc3c([nH]c4c(-c5ccccc5)cccc34)[C@@H]2C[C@@H]1N(C)C(=O)NC1CCCCC1
-1.0	CCOc1cc(NC(=O)c2cccs2)c(OCC)cc1NC(=O)CCC(=O)NCc1ccccn1
-0.3	COc1ccccc1Cc1c(-c2ccccc2)nc2ccc(C)cn12
2.7	COc1ccccc1-c1ccc2c(c1)[C@@H]1C[C@H]3[C@@H](CN1CC2)[C@H](C)ON3C
1.0	COc1cc(OC)c(C2CC(=O)N3CN(c4ccccc4C)CSC3=C2C#N)cc1OC (stereo not given)
-1.0	C/C(=N\NC(=O)Cc1c(C)[nH][nH]c1=O)c1ccc2ccccc2c1
0.4	CN1/C(=C\C=C2/C(=O)Oc3ccccc3C2=O)C(C)(C)c2ccccc21
-2.4	COC(=O)C1=C(C)N(Cc2ccccc2C(F)(F)F)C(=NCc2ccc(C(F)(F)F)cc2)NC1c1cccc(C(F)(F)F)c1 (stereo not given)
-0.1	Cn1c(=O)c2c(nc(CN3CCN(c4ccccc4)CC3)n2CCN2CCOCC2)n(C)c1=O

Ordered by the number under MsrA inhibitor (high to low): some entries from above.
MsrA inhibitor	structure
3.3	C[C@H](O)[C@@H]1C(=O)N2CCc3c([nH]c4c(-c5ccccc5)cccc34)[C@@H]2C[C@@H]1N(C)C(=O)NC1CCCCC1
0.9	COc1cc(OC)cc(C(=O)NCCSCc2ccco2)c1
0.4	CN1/C(=C\C=C2/C(=O)Oc3ccccc3C2=O)C(C)(C)c2ccccc21

The listing continues.
MsrA inhibitor	structure
-1.0	COC(=O)C1=C(C)N(Cc2ccccc2C(F)(F)F)C(=NCc2cc(OC)c(OC)c(OC)c2)NC1c1cccc(Cl)c1 (stereo not given)
-0.3	COC(=O)C1=C(C)N(C)C(=NCc2ccc3c(c2)OCO3)NC1c1ccccc1 (stereo not given)
2.0	O=S1(=O)CCSC[C@@H](CN2CCOCC2)N1
2.5	C(=N\Nc1nc(Nc2ccccc2)nc(N2CCOCC2)n1)/c1c[nH]c2ccccc12
0.5	COC(=O)C1(F)C(=O)NC(=O)NC1OC (stereo not given)
1.0	CCCCCn1c(C)c(CC(=O)Nc2ccc(Oc3cccnc3)c(C)c2)c2ccccc21
0.4	O=S1(=O)N[C@H](Cc2ccccc2)COc2cccc(NCCO)c21
-0.7	COc1ccc(S(=O)(=O)N2CCCc3nc(-c4ccc(F)cc4)ccc32)cc1
-0.8	COc1ccc(NC(=O)N(C)[C@H]2C[C@H]3c4[nH]c5c(-c6ccccc6)cccc5c4CCN3C(=O)[C@H]2[C@H](C)O)cc1
1.8	O=C1C=C(NCc2ccc3c(c2)OCO3)CC(c2ccccc2)C1 (stereo not given)
-1.4	CSCCC(N=Cc1c(O)n(-c2ccc(F)cc2)c(=O)[nH]c1=O)C(=O)O (stereo not given)
-0.4	CCCCc1c(-c2ccccc2OC)ncn1C1CCCCC1
0.6	COc1ccccc1C(=O)N1CCC2CCNC2C1 (stereo not given)

13 successive compounds already listed, quoted:
MsrA inhibitor	structure
-1.0	COC(=O)C1=C(C)N(Cc2ccccc2C(F)(F)F)C(=NCc2cc(OC)c(OC)c(OC)c2)NC1c1cccc(Cl)c1 (stereo not given)
-0.3	COC(=O)C1=C(C)N(C)C(=NCc2ccc3c(c2)OCO3)NC1c1ccccc1 (stereo not given)
2.0	O=S1(=O)CCSC[C@@H](CN2CCOCC2)N1
2.5	C(=N\Nc1nc(Nc2ccccc2)nc(N2CCOCC2)n1)/c1c[nH]c2ccccc12
0.5	COC(=O)C1(F)C(=O)NC(=O)NC1OC (stereo not given)
1.0	CCCCCn1c(C)c(CC(=O)Nc2ccc(Oc3cccnc3)c(C)c2)c2ccccc21
0.4	O=S1(=O)N[C@H](Cc2ccccc2)COc2cccc(NCCO)c21
-0.7	COc1ccc(S(=O)(=O)N2CCCc3nc(-c4ccc(F)cc4)ccc32)cc1
-0.8	COc1ccc(NC(=O)N(C)[C@H]2C[C@H]3c4[nH]c5c(-c6ccccc6)cccc5c4CCN3C(=O)[C@H]2[C@H](C)O)cc1
1.8	O=C1C=C(NCc2ccc3c(c2)OCO3)CC(c2ccccc2)C1 (stereo not given)
-1.4	CSCCC(N=Cc1c(O)n(-c2ccc(F)cc2)c(=O)[nH]c1=O)C(=O)O (stereo not given)
-0.4	CCCCc1c(-c2ccccc2OC)ncn1C1CCCCC1
0.6	COc1ccccc1C(=O)N1CCC2CCNC2C1 (stereo not given)

Source: PubChem BioAssay (The Scripps Research Institute Molecular Screening Center)
